Screening data deposited in PubChem BioAssay by several laboratories.
AI-2 QS modul: Vibrio harveyi AI-2 quorum sensing modulators, primary screen, JMH597 strain, luminescence/OD600 ratio; Vibrio harveyi JMH597 AI-2 luminescence/OD600 ratio, 9 h; active compounds read low; strain lacks LuxN and CqsS sensors; 0 = neutral-control median; activity change, % at 7.5 µM; actives 0.4% (n = 300,000); in the data active = activity change below about -75%, passing the limit was not always enough; inconclusive = no clear call, values can overlap the other calls;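 also: luminescence divided by OD600 gain over 9 h not by final OD600 alone; inactives centre near 13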
KLF5 inh: KLF5 expression inhibitors, primary screen, DLD-1 cells, luminescence; actives 0.23% (n = 290,000); DLD-1 KLF5 promoter-luciferase reporter; inhibition, % at 5 µM;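 active = inhibition above a per-plate limit of that plate's mean compound inhibition plus 3 SD, cut at about 60% in these data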;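 also: 0% = DMSO wells and 100% = LY294002 at 200 µM; higher means less KLF5 promoter-driven luciferase light; inactives centre near -14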
HIF activator: HIF pathway transcriptional activators, primary screen, cell-based, U2OS HRE-luciferase, luminescence. actives 0.32% (n = 300,000). U2OS HRE-luciferase reporter; normalized: DMSO 0%, desferrioxamine 100%. activation, % at 7.5 µM (by protocol);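 active = mean activation of at least 10% of the iron chelator positive control signal, with at least half of replicates also reaching 10%; inconclusive = mean and replicate majority disagree about reaching 10%; inactive = mean and most replicates under 10%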
HSF1 inh: HSF1 inhibitors in luciferase reporter cells, primary screen, cell-based, NIH3T3, luminescence | NIH3T3-HGL HSE-luciferase, MG132-induced, luminescence 8 h; active compounds read low | activity change, negative = inhibition, % at 7.5 µM (by protocol) | actives 0.77% (n = 300,000) | AID 2098, 2009;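 active = more than half of replicate wells show activity change below -50%, luminescence cut by over half; inconclusive = some wells, but at most half, below -50%; inactive = no replicate well below -50%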;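 also: luciferase reports HSF-1 transcriptional activity via heat shock element; 0% = median of DMSO wells and -100% = zero luminescence signal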
SKKanGAS inh: S. pyogenes SKKanGAS growth inhibitors in kanamycin, primary screen, streptokinase expression inhibitor project, SKKanGAS strain, BacTiter-Glo luminescence. 6 h. inhibition, % at 7.5 µM. actives 1.3% (n = 300,000). AID 1662, 2009;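 active = mean replicate score, as percent of positive control median, at least 50; inconclusive = mean below 50 but one replicate at or above 50; inactive = mean and every replicate below 50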;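 also: strain carries kanamycin resistance gene driven by streptokinase promoter and grows in 40 µg/ml kanamycin; loss of luminescence reflects streptokinase promoter inhibition or plain growth inhibition; 0% = median of DMSO wells and 100% = positive control at its reference dose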
IEC-6 tox: cytotoxicity in IEC-6 intestinal epithelial cells, primary screen, cytotoxicity control for KLF5 inhibitor project, cell-based, luminescence | IEC-6 cytotoxicity, luminescence viability | inhibition, % at 5 µM | actives 0.78% (n = 290,000); in the data active = inhibition above about 22%;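 also: 0% = plate median of test compound wells and 100% = cytotoxic reference compound wells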
Platelet DG rel: inhibitors of platelet dense granule secretion, primary screen, cell-based, MLPCN, human platelets | human platelet-rich plasma, SFLLRN dense granule ATP release, luminescence | inhibition, %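 (compounds screened at 7.5 µM in platelet-rich plasma)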 | actives 0.22% (n = 300,000);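 active = mean replicate score, as percent of positive control, at or above 50; inconclusive = mean below 50 but at least one replicate at or above 50; inactive = mean and every replicate below 50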
HSF1 activator: HSF-1 activators, primary screen, NIH3T3-HGL cells, MG132 stress, luminescence, single point; NIH3T3-HGL HSF-1 luciferase reporter, 8 h; 100% = twice DMSO control signal; activation, % at 9 µM; actives 1.7% (n = 300,000); AID 504408, 2011;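 active = mean replicate activation of at least 50% with a set share of replicates each reaching 50%; inconclusive = only one of those two conditions met; inactive = mean below 50% and too few replicates reaching it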;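 also: 0% = median of the neutral control wells and 100% = twice that signal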
aSyn 5UTR inh: MLPCN primary screen, SNCA 5' untranslated region; alpha-synuclein 5'UTR reporter, inhibitor activity; actives 0.82% (n = 300,000); inhibition, % (tested at 7.5 µM); in the data active = inhibition above about 60%; inconclusive = no clear call, values can overlap the other calls;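 also: H4 neuroglioblastoma cells stably carrying SNCA 5'UTR luciferase fusion; 0% = DMSO wells and 100% = positive control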
HSP90 inh: HSP90 inhibitors, primary screen, cell lysate, luminescence. Rabbit reticulocyte lysate, luciferase refolding luminescence, 3 h. inhibition, % at 5.6 µM. actives 0.91% (n = 290,000);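 active = inhibition above the screen-wide mean plus 3 SD, computed separately per campaign, cut at about 16% in these data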;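 also: 0% = DMSO wells and 100% = 60 µM geldanamycin wells; inhibitors lower the luminescence because luciferase stays unfolded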
Numbers without * were called inactive; ? = inconclusive; nt = no result given.

Structure,aSyn 5UTR inh,AI-2 QS modul,HSP90 inh,SKKanGAS inh,KLF5 inh,IEC-6 tox,Platelet DG rel,HSF1 activator,HIF activator,HSF1 inh
COc1ccc(S(=O)(=O)N2CCCCCC2)cc1C(=O)Nc1ccc(C)cn1,27,15,nt,8,nt,nt,6,-3,-0.1,2
COCCNC(=O)C1CC(c2ccc([N+](=O)[O-])cc2)=NO1 (centres undefined),19,16,-2,10,-10,-7,1,-52,0.6,-37
O=C(O)C1CC=CCC1C(=O)Nc1cccc(Cl)c1 (centres undefined),-14,0,4,-3,-7,4,1,-9,0.3,4
Cc1cccc(NC(=O)CCCN2C(=O)C(c3ccccc3)Oc3cccnc32)c1C (centres undefined),27,16,2,1,13,11,4,4,-0.1,2
O=C(C1CC=CCC1)N1CCC(CO)(Cc2ccc(Cl)cc2)CC1 (centres undefined),14,-1,-1,-5,-16,0,6,-6,-0.4,-2
CSc1nc2ccc3nc(NC(=O)c4ccc(Cl)s4)sc3c2s1,-25,14,-2,4,-4,-8,15,3,nt,-7
O=C(NC(=S)Nc1ccc(S(=O)(=O)N2CCCC2)cc1)C1CC1,10,-47,0,-11,-6,-4,3,3,1.1,10
COc1cc(NC2=CC(=O)CC(C)(C)C2)cc(OC)c1,9,43,0,-1,6,6,-4,6,-0.1,1
CCCCOC(=O)Oc1ccc2c(=O)c(Oc3cccc(C)c3)coc2c1,-34,-77*,-7,1,-64,-8,-1,11,0.6,-1
Oc1ccccc1/C=N/[n+]1ccccc1,15,18,-1,-4,0,-6,3,-2,-1.0,3
CC(C)CN1CCN(Cc2cccc3nccnc23)CC1CCO (centres undefined),-27,20,1,2,-22,4,3,-13,0.2,-3
COC(=O)c1cc2c(cc1[N+](=O)[O-])OCO2,3,15,-2,-3,-4,2,-13,8,0.2,-3

Later entries
Structure,aSyn 5UTR inh,AI-2 QS modul,HSP90 inh,SKKanGAS inh,KLF5 inh,IEC-6 tox,Platelet DG rel,HSF1 activator,HIF activator,HSF1 inh
COc1cc(C2Nc3ccc4ncccc4c3C3=C2C(=O)CCC3)cc(OC)c1OC (centres undefined),31,20,-4,-5,-31,-2,-4,44,0.5,32
Cc1ccc(C(=O)C(C)OC(=O)Cn2[nH]c(=O)c3ccccc3c2=O)cc1 (centres undefined),11,6,5,1,-8,2,-14,-2,-0.5,-2
Cc1[nH]n(-c2cccc(Cl)c2)c(=O)c1-c1ccccc1,11,22,-2,8,1,-11,-1,-24,0.4,-10
CC(=O)OCC1OC(n2ccc(=O)[nH]c2=O)C(O)C1O (centres undefined),-15,19,-1,-4,0,-3,5,15,-0.9,-5
CCC(CC)C(=O)NCCN1CCN(C(=O)C(CC)CC)CC1,2,7,-3,-1,-17,-3,9,-3,-0.3,-3
O=c1cnnc(SCCc2ccccc2)[nH]1,-14,29,2,-2,-69,7,-7,8,0.1,-2
O=C(OCC(=O)N1CCCc2ccccc21)c1cc(Br)ccc1O,-11,-16,nt,16,nt,nt,-12,0,-7.5,-3
CC(C)(C)C1=CC(=O)C(=O)C(C(C)(C)C)=C1,-21,-1,3,-4,-5,5,9,6,-0.1,12
CC1CN(C(=O)c2cccc(COc3ccccc3Cl)c2)CC(C)O1 (centres undefined),-145,8,14,1,-141,-2,0,-25,1.9,-15
COc1cc(-c2nc3cnccn3c2NC(C)(C)CC(C)(C)C)ccc1O,29,12,4,4,-15,-1,3,5,-0.2,1
c1ccc2oc(CCc3nc4ccccc4o3)nc2c1,-99,22,nt,5,nt,nt,-4,5,1.6,8
COc1ccc(C(=O)Nc2ccc(NC(=O)c3ccco3)c(Cl)c2)cc1OC,17,5,4,-17,4,7,-4,7,-0.1,-7

Next compounds
Structure,aSyn 5UTR inh,AI-2 QS modul,HSP90 inh,SKKanGAS inh,KLF5 inh,IEC-6 tox,Platelet DG rel,HSF1 activator,HIF activator,HSF1 inh
CCCn1nnnc1SCC(=O)c1ccc(NC(C)=O)cc1,-1,30,-1,-2,-16,2,3,-4,-25,-8
COCCNC(=O)C1CC(=O)N(C2CCCCC2)C1 (centres undefined),2,62,0,-8,-23,2,13,55*,-0.2,15
CCCc1ccc2oc(C(=O)N3CCN(CC(=O)NC(C)C)CC3)c(C)c2c1,23,-2,4,4,8,8,-1,7,-0.1,6
CC(C)c1cccc(OCC(=O)Nc2ccc(S(=O)(=O)Nc3ccccn3)cc2)c1,20,-69,-4,5,5,-6,3,-2,0.4,-7
CC(C)(C)NC(=O)C1CN(S(=O)(=O)c2ccccc2)CCN1S(=O)(=O)c1ccccc1 (centres undefined),10,-21,1,-2,-20,2,0,-9,-0.1,2
O=C(Cn1c2[n+](c3ccc(C(F)(F)F)cc31)CCCCC2)Nc1ccc(Br)cc1,7,46,-5,9,-40,-1,-20,9,0.2,-5
O=C(CSc1nc2ccccc2s1)NCc1cc([N+](=O)[O-])ccc1O,-1,32,nt,13,nt,nt,-1,0,-2.0,-4
Cc1ccc(NC(=O)OCc2cc(-c3ccccc3)on2)cc1,-93,-24,1,4,-25,-7,-4,15,2.5,16
CCCOc1ccc(-c2c(C(=O)N/N=C/c3ccc(OCC)cc3)nnn2-c2nonc2N)cc1,17,16,-4,2,5,-7,-9,-2,-0.2,0
COC(CNc1ncnc2c1cnn2C)OC,40,6,-3,3,-32,-7,4,2,0.2,-2
NS(=O)(=O)c1ccc(NC(=O)c2c(Cl)cccc2Cl)cc1,-17,14,0,-9,-41,-2,4,12,-0.2,-6
CCOc1ccc(N/C=C/C(=O)c2ccccc2)cc1,-52,23,51*,-3,-9,-4,?,23,3.3,-2

The results go on:
Structure,aSyn 5UTR inh,AI-2 QS modul,HSP90 inh,SKKanGAS inh,KLF5 inh,IEC-6 tox,Platelet DG rel,HSF1 activator,HIF activator,HSF1 inh
Cc1ccc(/C=N/NC(=O)C[n+]2ccccc2)o1,-12,22,-2,-8,6,-9,-6,3,-0.6,-8
C=CCOc1ccc(CNc2nccs2)cc1OC,3,34,0,2,0,3,-8,8,-0.3,-10
Cc1ncc(C23CC4CC(CC(C4)C2)C3)[nH]1,0,32,-1,-6,-18,3,-12,10,-0.7,-5
CC(=O)c1cccc(NC(=O)C2=CC(c3ccco3)=NS(=O)(=O)N2C)c1,-28,24,-4,6,-30,2,3,1,0.1,-1
CC(=O)CSc1nc(-c2ccccc2)c(-c2ccccc2)o1,20,-10,0,2,-33,-5,2,4,-1.2,0
CC(C)(C)OC(=O)N1CCC[C@H]1c1nnc(SCc2ccc(Cl)cc2)o1,13,11,-3,1,11,-4,14,12,1.1,0
Cc1ccc(-c2nc(CSCC(=O)NC3CCN(Cc4ccccc4)CC3)c(C)o2)cc1,33,41,1,-19,-24,7,4,0,-0.5,-5
O=C(CCC(=O)N1CCOc2ccccc21)NCCCN1CCCCC1,0,3,-3,5,6,1,-8,17,0.5,-5
COC(=O)c1ccccc1NC(=O)Cc1ccccc1OC,23,20,-3,-1,-27,6,7,-47,-0.5,-31
Cc1ccccc1NC(=O)Cn1cnc2c(oc3nc4c(cc32)CCCC4)c1=O,-7,7,-3,2,-28,5,1,13,-0.1,2
CC(=O)c1ccc(OCC(O)CN2CCOCC2)cc1 (centres undefined),3,4,0,-2,-17,3,3,9,0.0,-4
NC(=O)c1ccc([N+](=O)[O-])cc1SCc1ccccc1,9,36,5,2,9,1,3,4,-0.6,6

The results go on.
Structure,aSyn 5UTR inh,AI-2 QS modul,HSP90 inh,SKKanGAS inh,KLF5 inh,IEC-6 tox,Platelet DG rel,HSF1 activator,HIF activator,HSF1 inh
COc1ccc(-c2cn3nc(SCC(=O)NCC4CCCO4)ccc3n2)cc1 (centres undefined),-5,4,2,2,-66,2,8,30,19*,20
O=C(CC1SCCNC1=O)Nc1ccccc1Cl (centres undefined),12,19,-1,-4,-26,3,5,-6,0.0,-2
COCCn1c(-c2ccc(F)cc2)nc2cccnc21,13,17,1,-3,-5,-1,0,7,-0.6,-4
CC(=O)N1CCN(c2ccc(NCc3ccc4c(c3)OCO4)cc2)CC1,4,20,3,8,-11,0,nt,1,-0.2,2
O=C(Nc1cccc(S(=O)(=O)N2CCCCC2)c1)c1ccc2c(=O)n3c(nc2c1)CCCCC3,0,18,4,14,-3,8,1,5,0.0,8
COC(=O)N[C@H](CC(C)=O)c1ccccc1,12,20,-2,6,-39,4,3,-10,-0.5,-2
COc1ccc(-c2cc(N)n(CCC#N)n2)c(OC)c1,13,16,-1,0,-1,-1,5,-11,-3.0,5
Cc1ccccc1N=C1NC(=O)/C(=C/c2cccnc2)S1,11,nt,-4,30,-20,-3,-10,10,0.1,-6
COc1ccc(CNC(=O)c2ccc(C)o2)cc1,-13,11,-2,-5,-61,-1,-6,5,0.1,0
O=C(CNC(=O)C1CCCCC1)Nc1ccc(Cl)cc1,-51,-2,0,-2,-55,-3,-8,18,-0.1,6
Cc1nonc1OCCNCCNc1ccc([N+](=O)[O-])cc1Cl,-5,33,-1,-5,-13,8,1,77*,-0.1,36
CCC1(CC)NC(=O)N(CC(=O)OCC(=O)c2ccccc2OC)C1=O,0,8,nt,-7,nt,nt,-15,-4,0.3,-1
